Assay outcomes: PubChem BioAssay, National Center for Advancing Translational Sciences (NCATS)
A-T KAP1 phos – qHTS Assay for Identifying a Potential Treatment of Ataxia-Telangiectasia; AID 485349, 2010; 320,000 tested, 0.19% active; […] A-T fibroblasts, KAP-1 phosphorylation AlphaLISA; neocarzinostatin DNA damage 30 min before lysis; Potency, µM (titrated, usually from 57.5 µM), for inactives: at the highest dose activation, most hits filed as activators; also: potency is read from the fitted curve at half-maximal effect; % of control where 0% means no effect; nearly all actives have a fitted effect of over 45% in size
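ATM-like activity read as KAP-1 phosphorylation via AlphaLISA donor/acceptor antibody pairs after lysis and 6 hr at 25C. Cells were ATM-null patient fibroblasts ([…], hTERT), dosed 60 min, then exposed to the DSB inducer NCS for 30 min.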
S-ASM inh – Inhibitors of Secretory Acid Sphingomyelinase (S-ASM): qHTS; placental ASM, HMU-PC fluorogenic substrate, 60 min; Sphingomyelin phosphodiesterase (Homo sapiens), P17405; 340,000 tested, 0.006% active; Potency, µM (highest dose often 57.5 µM), inactives show top-dose activity change, negative = inhibition, usual class: inhibitors; also: potency is read from the fitted curve at half-maximal effect
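HMU-PC0 cleavage (9 uM final) by human placental ASM, 60 min at 37 °C following 10 min compound exposure at RT; stopped at pH 10, fluorescence Ex 386/Em 447 nm.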
KCNH2 WT inh – qHTS for Inhibitors of KCHN2 3.1: Wildtype qHTS; Voltage-gated inwardly rectifying potassium channel KCNH2 (Homo sapiens), Q12809; AID 720551, 2013; U2OS, BacMam KCNH2, thallium flux FluxOr; hits give low values; 340,000 tested, 0.37% active; activity change, % at 1.84 µM;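 active = maximum activity change below -70%; inconclusive = maximum activity change between -70% and -50%; inactive = maximum activity change above -50%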; also: % is scaled to controls: 0 for no effect and ±100 for the full control effect
Target sequence (Q12809 whole entry, looked up): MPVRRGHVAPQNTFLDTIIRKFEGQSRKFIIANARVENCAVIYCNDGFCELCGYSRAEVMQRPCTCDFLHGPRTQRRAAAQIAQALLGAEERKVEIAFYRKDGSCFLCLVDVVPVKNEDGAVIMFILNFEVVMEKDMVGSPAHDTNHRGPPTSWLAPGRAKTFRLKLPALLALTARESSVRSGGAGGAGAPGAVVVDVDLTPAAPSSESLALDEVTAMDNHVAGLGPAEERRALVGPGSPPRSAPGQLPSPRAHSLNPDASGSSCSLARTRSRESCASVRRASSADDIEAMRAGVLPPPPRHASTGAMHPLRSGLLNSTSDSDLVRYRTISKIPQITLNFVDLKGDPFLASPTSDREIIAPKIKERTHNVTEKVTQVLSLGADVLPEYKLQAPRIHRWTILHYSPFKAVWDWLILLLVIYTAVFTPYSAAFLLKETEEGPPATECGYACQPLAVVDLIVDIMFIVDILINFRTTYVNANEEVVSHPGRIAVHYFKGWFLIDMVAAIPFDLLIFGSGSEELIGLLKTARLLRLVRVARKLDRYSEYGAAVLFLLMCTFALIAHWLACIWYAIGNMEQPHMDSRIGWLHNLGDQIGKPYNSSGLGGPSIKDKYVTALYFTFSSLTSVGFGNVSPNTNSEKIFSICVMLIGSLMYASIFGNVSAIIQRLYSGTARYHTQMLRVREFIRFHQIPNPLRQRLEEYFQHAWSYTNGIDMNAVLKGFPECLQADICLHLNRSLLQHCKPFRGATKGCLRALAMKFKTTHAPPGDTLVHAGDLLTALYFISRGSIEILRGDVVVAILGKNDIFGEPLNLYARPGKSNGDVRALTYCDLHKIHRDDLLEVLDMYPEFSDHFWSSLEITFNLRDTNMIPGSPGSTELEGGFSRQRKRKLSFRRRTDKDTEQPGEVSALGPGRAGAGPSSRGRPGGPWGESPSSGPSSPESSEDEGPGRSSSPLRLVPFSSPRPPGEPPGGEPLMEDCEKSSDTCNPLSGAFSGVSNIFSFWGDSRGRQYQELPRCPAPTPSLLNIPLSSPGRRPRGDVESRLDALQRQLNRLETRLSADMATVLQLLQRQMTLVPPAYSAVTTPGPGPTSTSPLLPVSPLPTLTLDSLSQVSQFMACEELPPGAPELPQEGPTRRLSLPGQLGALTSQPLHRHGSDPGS
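U2OS cells were transduced with wild-type KCNH2 virus (2.03 x 10^8 / mL) for 4 h at room temperature, then cultured overnight at 37 C. Thallium flux was read with FluxOr dye. Rate constants were normalized to DMSO controls.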
MBNL1 CUG block – qHTS Assay for Inhibitors of MBNL1-poly(CUG) RNA binding; Muscleblind-like protein 1 (Homo sapiens), Q9NR56; TR-FRET MBNL1-His/biotin-(CUG)12 binding, 665/545 ratio; Potency, µM (highest dose often 57.5 µM), for inactives: at the top dose activity change, negative = inhibition, most hits filed as inhibitors; 280,000 tested, 0.036% active; AID 2675, 2010; active = well fitted inhibition curve with a large enough effect in the signal ratio, with a control signal flat, not every such curve was filed as active; inconclusive = small, poorly fitted or top-dose-only effect, or effect the other way, or a change in a side signal; inactive = no such curve, though single readings can be large or run the other way; the % refers to the signal ratio; also: potency is read from the fitted curve at half-maximal effect; % is scaled to controls: 0 for no effect and ±100 for the full control effect
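MBNL1-His + Biotin-(CUG)12, cpd titration 92 nM–58 uM; Tb anti-His Ab 0.055 ng/ul, SA-XL665 5 nM (final); 60 min RT; ratiometric 665/545 nm, Ex 340 nm; normalized to buffer and full-complex controls.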
Coupling enz – qHTS Assay for Inhibitors of Fructose-1,6-bisphosphate Aldolase from Giardia Lamblia: Coupling assay counterscreen; coupling enzyme system counterscreen, AmpLite Red fluorescence; 290,000 tested, 0.67% active; activity change, negative = inhibition, % at 58.2 µM, hits read low; in the data active = activity change below about -30%; also: % is scaled to controls: 0 for no effect and ±100 for the full control effect
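Activity here indicates interference with the coupling reaction, not aldolase inhibition. Compounds at 57.5 uM final met coupling enzymes for 10 min at RT; substrate and AmpLite Red detection followed, with a 525/598 nm fluorescence read after 20 min.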
GALK inhibitor – qHTS Assay for Inhibitors of Human Galactokinase (GALK); P51570; Purified GALK, Kinase-Glo residual ATP luminescence; Potency, µM (titrated, usually from 57.5 µM), without a hit: top-dose activity change, negative = inhibition, actives largely listed as inhibitors; 270,000 tested, 0.007% active; AID 1868, 2009; also: potency is read from the fitted curve at half-maximal effect; % is scaled to controls: 0 for no effect and ±100 for the full control effect
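GALK at 5 nM final was combined with compound, 35 uM ATP and 100 uM galactose in HEPES pH8.0 with MgCl2 and DTT. The reaction ran one hour at room temperature before luminescent ATP detection.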
TRPV1 ag – HTS Assay for Compounds that Act as Agonists of the Vanilloid Receptor 1. TRPV1-expressing cells, Fluo-8 calcium influx, agonist mode. 320,000 tested, 0.19% active. Transient receptor potential cation channel subfamily V member 1 (Homo sapiens), Q8NER1. AID 540275, 2011. activation, % at 8.33 µM; in the data active = activation above about 80%; inconclusive = between about 30% and that limit; also: 0% is about no effect
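Cells expressing TRPV1 were dye-loaded with Fluo-8 and read kinetically: 10 s baseline, 3 min after compound (agonist portion), then 2 min after EC20 capsaicin (allosteric enhancer portion). Calcium-bound dye fluorescence at 480/520 nm.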
a7 integrin act – qHTS for Activators of Integrin-Mediated Alleviation for Muscular Dystrophy; alpha7betagal myoblasts, beta-gal FDG fluorescence, 48 h; Potency, µM (series often up to 38.3 µM), for inactives: at the highest dose activation, most hits filed as activators; 350,000 tested, 0.064% active; AID 624291, 2012;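 also: potency is read from the fitted curve at half-maximal effect; 100% = response of the positive control SU9516; nearly all actives have a fitted effect of over 60% in size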
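Alpha7betagal+/- myoblasts (passage 13) were plated 16-24 hr, then exposed to compounds (1:260 dilution of DMSO stock) for 48 hours at 37C. After MPER lysis, β-galactosidase reporter activity was read as FDG fluorescence (ex 480/em 540) after 30 minutes.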
CXXC DNA block – qHTS Fluorescence Polarization Assay for Inhibitors of MLL CXXC domain - DNA interaction; Histone-lysine N-methyltransferase 2A (Homo sapiens), Q03164; MLL-CXXC / FITC-HOXA9 DNA fluorescence polarization; Potency, µM (series often up to 115 µM), for inactives: top-dose activity change, negative = inhibition, most hits filed as inhibitors; 290,000 tested, 0.037% active; AID 2662, 2010; active = well fitted inhibition curve with a large enough effect in the polarisation, with a control signal flat, not every such curve was filed as active; inconclusive = small, poorly fitted or top-dose-only effect, or effect the other way, or a change in a side signal; inactive = no such curve, though single readings can be large or run the other way; the % refers to the polarisation; also: potency is read from the fitted curve at half-maximal effect
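Purified MLL-CXXC (added from a 7 uM solution) was preincubated 5 min at ambient with pinned compounds in 50 mM Tris-HCl pH 7.5, 50 mM NaCl, 1 mM DTT, 0.05% BSA. Fluorescein-labeled HOX-A9 DNA (50 nM solution) followed, 30 min, then polarization read.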
KCNH2 3.1 inh – qHTS for Inhibitors of KCHN2 3.1: Mutant qHTS. Potassium voltage-gated channel subfamily H member 2, brain isoform KCNH2 3.1 (human). U2OS KCNH2 3.1, thallium flux FluxOr; hits give low values. activity change, % (tested at about 1.8 µM). 340,000 tested, 0.95% active;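 active = maximum activity change below -70%; inconclusive = maximum activity change from -70% to -50%; inactive = maximum activity change above -50%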;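 also: thallium influx rate constant from kinetic fluorescence after stimulation buffer; % is scaled to controls: 0 for no effect and ±100 for the full control effect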
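Kinetic fluorescence (2 min after stimulation buffer) measures Tl+ influx through KCNH2 3.1 expressed by viral transduction in U2OS cells; the rate constant is normalized against DMSO controls serving as positive and negative references.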
Starred values were filed as active, the others as inactive; [ ] = dose if it differs, or a comment. Unless noted, calls follow the shape of the dose curve; as a rule, active = well fitted curve in the direction sought with a large enough effect; inconclusive = small, poorly fitted or top-dose-only effect, or another doubt; inactive = no such curve, though single readings can be large; an effect the other way counts as inactive or inconclusive.

How did CCN(CC)C(=O)C1CCCN(C(=S)Nc2cccc3ccccc23)C1 (configuration not stated) do in these assays?
A-T KAP1 phos: 3%; S-ASM inh: 3%; KCNH2 WT inh: -6; MBNL1 CUG block: 12%; Coupling enz: -9; TRPV1 ag: 13; a7 integrin act: -13%; CXXC DNA block: 7%; KCNH2 3.1 inh: 6

What do the screens show for `FC(F)(F)c1cccc(Oc2ccc3c(C(F)(F)F)cc(C(F)(F)F)nc3n2)c1`?
A-T KAP1 phos: -11%; S-ASM inh: -5%; KCNH2 WT inh: -5; MBNL1 CUG block: 4%; Coupling enz: -2; GALK inhibitor: -2%; a7 integrin act: -1%; CXXC DNA block: -11%; KCNH2 3.1 inh: -12

What do the screens show for `C/C(=N\OCc1ccc(C#N)cc1)c1ccccc1`?
A-T KAP1 phos: 8%; S-ASM inh: 5%; KCNH2 WT inh: -7; MBNL1 CUG block: 1%; Coupling enz: -2; GALK inhibitor: 9%; TRPV1 ag: 1; a7 integrin act: 0%; CXXC DNA block: -6%; KCNH2 3.1 inh: 8

Results for COc1ccc(N2C(=O)CCC(C(=O)N3CCCCC3)C2c2ccc(OC)c(OC)c2)cc1 (configuration not stated) ?
A-T KAP1 phos: 4%; S-ASM inh: -1%; KCNH2 WT inh: -1; MBNL1 CUG block: -4%; Coupling enz: 0; GALK inhibitor: 0%; TRPV1 ag: -2; a7 integrin act: 20%; CXXC DNA block: -2%; KCNH2 3.1 inh: -6

What do the screens show for `O=C(N=Nc1c(O)[nH]c2ccc([N+](=O)[O-])cc12)c1ccccc1[N+](=O)[O-]`?
A-T KAP1 phos: 0%; S-ASM inh: -8%; KCNH2 WT inh: -10; MBNL1 CUG block: inconclusive; Coupling enz: 2; GALK inhibitor: 1%; TRPV1 ag: 0; a7 integrin act: 25%; CXXC DNA block: -2%; KCNH2 3.1 inh: 16

Results for CCOCC(=O)Nc1cc([N+](=O)[O-])ccc1C ?
A-T KAP1 phos: 1%; S-ASM inh: 6%; KCNH2 WT inh: 3; MBNL1 CUG block: 26%; Coupling enz: 1; GALK inhibitor: 4%; TRPV1 ag: 2; a7 integrin act: 22%; CXXC DNA block: -5%; KCNH2 3.1 inh: 4

What do the screens show for `COc1ccccc1NC(=O)c1ccc(-c2nn(C)c(=O)c3ccccc23)cc1`?
A-T KAP1 phos: 6%; S-ASM inh: -3%; KCNH2 WT inh: -1; MBNL1 CUG block: 0%; Coupling enz: 2; GALK inhibitor: 4%; TRPV1 ag: 10; a7 integrin act: inconclusive; CXXC DNA block: -1%; KCNH2 3.1 inh: 34

How did O=C(OCc1nnc(-c2ccccc2)o1)c1ccc2c(c1)OCCO2 do in these assays?
A-T KAP1 phos: 9%; S-ASM inh: -3%; KCNH2 WT inh: 7; MBNL1 CUG block: -10%; Coupling enz: -2; GALK inhibitor: 1%; TRPV1 ag: 1; a7 integrin act: 11%; CXXC DNA block: -7%; KCNH2 3.1 inh: -3

Results for Cc1cccc(-c2nc(CS(=O)CC(=O)NC3CCCC3)c(C)o2)c1 (configuration not stated) ?
A-T KAP1 phos: -2%; S-ASM inh: -1%; KCNH2 WT inh: 11; MBNL1 CUG block: 0%; Coupling enz: 2; GALK inhibitor: 2%; TRPV1 ag: 2; a7 integrin act: 9%; CXXC DNA block: -11%; KCNH2 3.1 inh: 14

How did O=C(COC(=O)c1ccc(NS(=O)(=O)c2cccs2)cc1O)Nc1ccc(F)cc1 do in these assays?
A-T KAP1 phos: -4%; S-ASM inh: -8%; KCNH2 WT inh: 2; MBNL1 CUG block: -5%; Coupling enz: 4; GALK inhibitor: 10%; TRPV1 ag: -2; a7 integrin act: -23%; CXXC DNA block: 7%; KCNH2 3.1 inh: 15

Results for CN(C)/C=C(/C(=O)c1ccc(Cl)cc1)S(=O)(=O)c1ccccc1 ?
A-T KAP1 phos: 4%; S-ASM inh: 1%; KCNH2 WT inh: 0; MBNL1 CUG block: -3%; Coupling enz: 6; GALK inhibitor: -2%; TRPV1 ag: 1; a7 integrin act: 20%; CXXC DNA block: -7%; KCNH2 3.1 inh: 3

What do the screens show for `COc1ccc(/C(O)=C2/C(=O)C(=O)N(CCN3CCOCC3)C2c2ccccn2)cc1` (configuration not stated)?
A-T KAP1 phos: -3%; S-ASM inh: 7%; KCNH2 WT inh: -17; MBNL1 CUG block: inconclusive; Coupling enz: -23; GALK inhibitor: 4%; TRPV1 ag: 6; a7 integrin act: -2%; CXXC DNA block: 9%; KCNH2 3.1 inh: -4

What do the screens show for `C=CCN(c1ccccc1)S(=O)(=O)c1cccc(C(=O)NNC(=O)c2ccccc2O)c1`?
A-T KAP1 phos: -11%; KCNH2 WT inh: 2; TRPV1 ag: 17; a7 integrin act: 8%; KCNH2 3.1 inh: 5

How did COc1ccc2[nH]c3c(=O)n(Cc4ccco4)cnc3c2c1 do in these assays?
A-T KAP1 phos: 3%; S-ASM inh: 8%; KCNH2 WT inh: 1; MBNL1 CUG block: -7%; Coupling enz: 0; GALK inhibitor: 0%; TRPV1 ag: 0; a7 integrin act: 2%; CXXC DNA block: -1%; KCNH2 3.1 inh: -6

How did CCN1CCN(CCC(=O)Nc2ccc(Br)cc2)CC1 do in these assays?
A-T KAP1 phos: 1%; S-ASM inh: 65%; KCNH2 WT inh: 31; Coupling enz: 0; GALK inhibitor: 3%; TRPV1 ag: 4; a7 integrin act: -36%[inhibitor]; CXXC DNA block: -1%; KCNH2 3.1 inh: -4

What do the screens show for `O=C(NCC1CCCO1)c1nn2c(C(F)(F)F)cc(-c3cccs3)nc2c1Cl` (configuration not stated)?
A-T KAP1 phos: -6%; S-ASM inh: 21%; KCNH2 WT inh: 7; MBNL1 CUG block: 6%; Coupling enz: 0; GALK inhibitor: 8%; TRPV1 ag: -5; a7 integrin act: inconclusive; CXXC DNA block: 17%; KCNH2 3.1 inh: 1

What do the screens show for `COCCN1Cc2cccc(C(=O)Nc3ccc(-c4nc5ccccc5[nH]4)cc3)c2C1=O`?
A-T KAP1 phos: 1%; S-ASM inh: 23%; KCNH2 WT inh: 3; Coupling enz: 4; GALK inhibitor: -1%; TRPV1 ag: -2; a7 integrin act: 23%; CXXC DNA block: 0%; KCNH2 3.1 inh: -2

Results for C=C1CCN([C@H](C(=O)OCc2cccc(C)c2)C(C)C)S(=O)(=O)c2ccccc21 ?
A-T KAP1 phos: 19%; S-ASM inh: -9%; KCNH2 WT inh: -10; MBNL1 CUG block: -1%; Coupling enz: -1; GALK inhibitor: 0%; TRPV1 ag: 25; a7 integrin act: -33%; CXXC DNA block: 5%; KCNH2 3.1 inh: -21

What do the screens show for `C[C@H](NC(=O)[C@@H]1CSC2c3ccccc3C(=O)N21)C(=O)NC1CCCC1` (some centres not stated)?
A-T KAP1 phos: 4%; S-ASM inh: 0%; KCNH2 WT inh: -10; MBNL1 CUG block: -6%; GALK inhibitor: 6%; TRPV1 ag: 3; a7 integrin act: 19%; CXXC DNA block: 3%; KCNH2 3.1 inh: 24

How did CCOC(=O)C1=C(C)NC(=S)N(C(C)=O)C1c1ccccc1 (configuration not stated) do in these assays?
A-T KAP1 phos: -5%; S-ASM inh: -1%; KCNH2 WT inh: -13; MBNL1 CUG block: -7%; Coupling enz: -1; GALK inhibitor: -4%; TRPV1 ag: 8; a7 integrin act: -10%; CXXC DNA block: -1%; KCNH2 3.1 inh: 0

How did Cc1ccccc1C(=O)Nc1cccc(NC(=O)c2ccccc2[N+](=O)[O-])c1 do in these assays?
A-T KAP1 phos: -8%; S-ASM inh: -9%; KCNH2 WT inh: -6; MBNL1 CUG block: inconclusive; Coupling enz: 1; GALK inhibitor: -4%; TRPV1 ag: 1; a7 integrin act: -3%; CXXC DNA block: 4%; KCNH2 3.1 inh: -3

What do the screens show for `O=C(COC(=O)c1cccnc1Cl)NC12CC3CC(CC(C3)C1)C2`?
A-T KAP1 phos: 6%; S-ASM inh: 3%; KCNH2 WT inh: -9; a7 integrin act: -12%; KCNH2 3.1 inh: 0

Results for Cc1cc(NCCCCO)n2c(nc3ccccc32)c1C#N ?
A-T KAP1 phos: 15%; KCNH2 WT inh: -1; MBNL1 CUG block: 18%; Coupling enz: 0; GALK inhibitor: 2%; TRPV1 ag: 0; a7 integrin act: 20%; CXXC DNA block: -10%; KCNH2 3.1 inh: 20
